Lamin A splicing: qHTS Assay for Modulators of Lamin A Splicing. HeLa LMNA splicing GFP/RFP minigene ratio, 48 h. Potency, µM (highest dose often 46.1 µM), without a hit: top-dose ratio change, negative = inhibition, usual class: inhibitors. 200,000 compounds, 0.01% hits. AID 1487, 2009; active = well fitted inhibition curve with a large enough effect in the signal ratio, with a control signal flat, not every such curve was filed as active; inconclusive = small, poorly fitted or top-dose-only effect, or effect the other way, or a change in a side signal; the % refers to the signal ratio; also: % is scaled to controls: 0 for no effect and ±100 for the full control effect
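Read-out is the ratio of GFP to DsRed2 object intensity, acquired by 488 nm laser-scanning cytometry on HeLa lamin A-EGFP minigene reporter cells. Compound incubation 48 hrs at 37 °C in Opti-MEM with 2% FBS; DMSO 0.5% final.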
ALDH1A1 inh: qHTS Assay for Inhibitors of Aldehyde Dehydrogenase 1 (ALDH1A1); Aldehyde dehydrogenase 1A1 (Homo sapiens), P00352; Purified ALDH1A1, NADH fluorescence, propionaldehyde substrate; Potency, µM (series often up to 75.3 µM), for the others: at the top dose activity, negative = inhibition, actives largely listed as inhibitors; 220,000 compounds, 7.3% hits; active = well fitted inhibition curve with a large enough effect, not every such curve was filed as active; inconclusive = small, poorly fitted or top-dose-only effect, or another doubt; inactive = no such curve, though single readings can be large or run the other way;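 also: plate controls were no enzyme wells and a reference inhibitor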
RECQ1 inh: qHTS Assay for Inhibitors of RecQ-Like Dna Helicase 1 (RECQ1). ATP-dependent DNA helicase Q1 (Homo sapiens), P46063. Potency, µM (titrated, usually from 57.3 µM), for the others: at the highest dose activity, negative = inhibition, usual class: inhibitors. RECQ1 DNA unwinding, red fluorescence kinetic read. 240,000 compounds, 0.54% hits;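 also: plate controls were vehicle for no effect and no enzyme for full effect; nearly all actives have a fitted effect of over 30% in size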
Target sequence (P46063 whole entry, looked up): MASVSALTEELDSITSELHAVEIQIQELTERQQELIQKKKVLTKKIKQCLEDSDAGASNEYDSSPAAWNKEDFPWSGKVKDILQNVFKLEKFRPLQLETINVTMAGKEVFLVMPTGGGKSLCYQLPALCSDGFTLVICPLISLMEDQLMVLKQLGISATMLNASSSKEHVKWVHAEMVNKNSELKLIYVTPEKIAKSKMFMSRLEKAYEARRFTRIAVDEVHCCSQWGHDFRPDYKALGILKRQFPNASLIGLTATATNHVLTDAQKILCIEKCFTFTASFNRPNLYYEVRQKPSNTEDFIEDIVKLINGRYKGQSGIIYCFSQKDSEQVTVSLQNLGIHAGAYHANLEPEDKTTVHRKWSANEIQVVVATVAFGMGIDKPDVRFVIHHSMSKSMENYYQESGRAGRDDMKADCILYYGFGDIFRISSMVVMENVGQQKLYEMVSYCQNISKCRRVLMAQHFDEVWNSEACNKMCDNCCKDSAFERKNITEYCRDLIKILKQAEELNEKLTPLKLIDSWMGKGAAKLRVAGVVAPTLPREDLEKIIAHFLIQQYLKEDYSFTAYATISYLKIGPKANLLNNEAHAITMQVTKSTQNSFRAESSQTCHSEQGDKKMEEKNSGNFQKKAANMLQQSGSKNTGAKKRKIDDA
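RECQ1T1 50 nM; forked duplex (20 bp + 30-nt ss tails) 200 nM, ATP 2 mM final; pH 8.0, 2 mM MgCl2, 2.5 ug/ml poly(dI-dC); 15 min compound preincubation; discontinuous kinetic read over 2 h at RT.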
L3MBTL1 inh: qHTS Assay for the Inhibitors of L3MBTL1; AlphaScreen L3MBTL1–H3K9me1 peptide binding; Potency, µM (top dose mostly 57.1 µM), for the others: at the highest dose activity, negative = inhibition, usual class: inhibitors; 230,000 compounds, 0.66% hits; AID 485360, 2010; also: % is scaled to controls: 0 for no effect and ±100 for the full control effect; nearly all actives have a fitted effect of over 60% in size
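Displacement of a biotinylated histone H3(1-15) peptide monomethylated at Lys9 (75 nM) from L3MBTL1 (50 nM) was measured by AlphaScreen after a 30 min room-temperature compound incubation; cefsulodin titration served as intraplate control.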
Luc counter: Counterscreen for Luciferase (Kinase-Glo TM) Inhibition. Kinase-Glo luciferase, ATP luminescence, 8 min. 200,000 compounds, 0.28% hits. AID 1379, 2008. Potency, µM (series often up to 38.3 µM), without a hit: at the highest dose activity change, negative = inhibition, hits mostly inhibitors; also: % is scaled to controls: 0 for no effect and ±100 for the full control effect; nearly all actives have a fitted effect of over 60% in size
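Light output from Kinase-Glo luciferase with luciferin and 10 uM ATP in 50 mM imidazole pH 7.2, KCl, MgCl2, Tween 20, BSA; compound pin-delivered, 8-min ambient incubation, then luminescence read.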
SMN2 splice up: qHTS Assay for Enhancers of SMN2 Splice Variant Expression | HEK293 SMN2-luciferase splicing reporter, luminescence, 30-36 h | Potency, µM (highest dose often 46.1 µM), without a hit: at the top dose activity change, positive = activation, usual class: activators | 210,000 compounds, 2.8% hits | AID 1458, 2008; also: % of control where 0% means no effect; nearly all actives have a fitted effect of over 55% in size
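HEK293 cells carry an SMN2 […]–luciferase reporter in which exon 7 inclusion puts luciferase in frame. Cells were plated 10-12 h before compound addition, then incubated 30-36 h at 37C. ONE-Glo luminescence was read; sodium butyrate at 4.5 mM final served as control.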
JMJD2E inh: qHTS Assay for Inhibitors of Human Jumonji Domain Containing 2E (JMJD2E); JMJD2E catalytic domain, FDH-coupled NADH fluorescence (FDH is formaldehyde dehydrogenase); AID 2147, 2009; Potency, µM (highest dose often 57.1 µM), inactives show top-dose activity change, negative = inhibition, most hits filed as inhibitors; 230,000 compounds, 1.6% hits; active = well fitted inhibition curve with a large enough effect, not every such curve was filed as active; inconclusive = small, poorly fitted or top-dose-only effect, or another doubt; inactive = no such curve, though single readings can be large or run the other way;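 also: 0% = wells with enzyme and -100% = buffer wells without enzyme; nearly all actives have a fitted effect of over 50% in size; many of its hits are not listed in these tables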
Tau fibril ThT: qHTS for Inhibitors of Tau Fibril Formation, Thioflavin T Binding; Microtubule-associated protein tau (Homo sapiens), P10636; recombinant tau K18 P301L, heparin-induced fibrillization, ThT fluorescence; Potency, µM (highest dose often 57.4 µM), without a hit: at the highest dose activity, negative = inhibition, usual class: inhibitors; 270,000 compounds, 2.1% hits; AID 1460, 2008; also: % is scaled to controls: 0 for no effect and ±100 for the full control effect; nearly all actives have a fitted effect of over 55% in size
Target sequence (P10636 561-689 P618L limits assumed): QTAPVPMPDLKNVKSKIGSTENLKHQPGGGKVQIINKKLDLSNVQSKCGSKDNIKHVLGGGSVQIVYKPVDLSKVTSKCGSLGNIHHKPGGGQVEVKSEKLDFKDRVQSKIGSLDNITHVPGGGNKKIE
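Fibril formation assay: tau K18 P301L at 15 uM with trace Alexa 594 label, heparin inducer 20 uM, pH 7 sodium acetate buffer, 37 C for 6 hr; endpoint ThT signal.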
* = called active by the depositor; i = inactive; ? = inconclusive; nt = not tested or not shown; & = joins results of further samples; [ ] = remark or other dose. Unless noted, calls follow the shape of the dose curve; as a rule, active = well fitted curve in the direction sought with a large enough effect; inconclusive = small, poorly fitted or top-dose-only effect, or another doubt; inactive = no such curve, though single readings can be large; an effect the other way counts as inactive or inconclusive. Potency is read from the fitted curve at half-maximal effect. The list is partial. The share of hits here may be higher or lower than overall.

molecule,Lamin A splicing,ALDH1A1 inh,RECQ1 inh,L3MBTL1 inh,Luc counter,SMN2 splice up,JMJD2E inh,Tau fibril ThT
CCS(=O)(=O)N1CCN(c2cccc(C)c2C)CC1,5%,3%,-9%,-7%,-5%,-10%,-8%,-7%
CC1=NN(c2ccc(Cl)cc2)C(=O)C1,?,0.63µM*,i,-9%,7%,-6%,-24%,?
O=C(Nc1ccon1)c1cc2c(s1)CCCC2,-20%,-11%,0%,2%,-28%,6.3µM*,2%,-8%
CCn1ncc(/C=N/NC(=O)c2ccc3c(c2)OCO3)c1C,?,-9%,i,-1%,-11%,17%,-7%,-19%
COc1cscc1C(=O)O,nt,nt,-6%,-2%,nt,nt,3%,-4%
CCn1c(SCC(=O)NCCc2ccccc2)nnc1C(C)C,nt,-6%,?,nt,-4%,-48%[inhibitor],9%,-5%
COc1cc(OC)cc(C(=O)N[C@H](C(=O)OCC(=O)Nc2sccc2C#N)C(C)C)c1,-25%[46 µM],28µM*,-28%,-17%,0%,10%,-11%,-10%
CCSc1nc2n(n1)C(c1cccc(F)c1)C1=C(CCCC1=O)N2 (stereo not given),-3%,-15%,-3%,-1%,nt,nt,?,2%
CSCCC(N=Cc1c(O)n(-c2ccc(F)cc2)c(=O)[nH]c1=O)C(=O)O (stereo not given),12%,?,-3%,13%,3%,-16%,?,6%
CC(C)CN1C(=O)NC(NC(=O)c2cccs2)(C(F)(F)F)C1=O (stereo not given),9%,2%,i,1%,5%,?,1%,-13%
COc1ccc(NC(=O)C23CC4CC(C2)CC(n2cnc(Br)n2)(C4)C3)cc1OC,14%,9%,6%,-2%,-1%,-29%,4%,-8%
Cc1ccc2nc(SC(C)C(=O)NC3CCCc4ccccc43)[nH]c2c1 (stereo not given),-20%,3%,-12%,5%,0%,-10%,-8%,-14%
Cc1noc2nc(-c3cccs3)cc(-c3nnc4n3CCCCC4)c12,-7%,?,16%,5%,-4%,-11%,?,-4%
CC1C/C(=N\NC(=S)NCc2ccccc2)CC(C)(C)C1 (stereo not given),13%,25µM*,-3%,nt,-1%,10%,-20%,-17%
CCOC(=O)CNc1c(-c2ccccc2)nc2ccc(Cl)cn12,-1%,?,8%,-14%,-27%,0%,-1%,7%
CC1=C(C#N)C(Nc2cc(C)ccn2)(C(F)(F)F)C(=O)N1 (stereo not given),1%,5%,i,nt,0%,3%,-4%,-9%
CC1CC(=O)N(CC(=O)NCc2ccc3c(c2)OCO3)c2ccccc2S1 (stereo not given),-13%,-7%,-5%,-7%,3%,-13%,-5%,-15%
Cc1ccc(S(=O)(=O)/C(C#N)=C/c2c(N3CCCCC3)nc3ccccn3c2=O)cc1,nt,nt,-15%,-14%,nt,nt,-3%,-11%
COc1ccc(Cl)cc1C(=O)NNC(=S)NC(=O)c1cc(-c2ccc(Cl)cc2)nc2ccccc12,-10%,-8%,-1%,-4%,-8%,-35%[inhibitor],2%,-15%
O=C(Cn1cncn1)NCc1cccc(C(F)(F)F)c1,-8%[46 µM],8%,-1%,1%,4%,9%,-4%,-4%
N#CCC(CNc1ncc(C(F)(F)F)cc1Cl)OC(=O)c1cccc(C(F)(F)F)c1 (stereo not given),-10%,-10%,-7%,20%,5%,16%,-3%,-10%
CSc1ncc(CN2CCN(C3CCN(C(C)C)CC3)C(CCO)C2)cn1 (stereo not given),13%[46 µM],10%,-7%,-2%,-2%,nt,-11%,-11%
Cc1cc(Oc2nnnn2-c2ccccc2)ccc1Cl,11%,?,-5%,nt,0%,-8%,6%,-29%
Cc1cccc(Nc2nnc(SCc3cn4ccsc4n3)s2)c1,?,-6%,-4%,-7%,-9%,-9%,1%,?
CCN1CCN(Cc2c(O)ccc3c(=O)c(-c4ccc(OC)c(OC)c4)c(C)oc23)CC1,12%,?,-5%,-1%,-9%,15%,-4%,-7%
Cn1c(=O)c2c(nc(SCC(=O)N3CCc4ccccc4C3)n2C)n(C)c1=O,3%,?,3%,1%,3%,21%,5%,-8%
C/C(=N\NC(=O)CC#N)c1cc2ccc(O)cc2oc1=O,6%[46 µM],?,-6%,2%,-1%,7%,?,14%
CCOc1ccc(Cc2onc3c2C(=O)CCC3)cc1OCC,nt,1%,-4%,-3%,0%,5%,-1%,10%
COC(=O)c1cccnc1-n1c(=O)c2cccnc2n(CC(=O)Nc2ccc(Br)cc2)c1=O,4%[46 µM],-8%,1%,-4%,-1%,6%,9%,1%
COCn1c(-c2ccccc2)nc2ccccc21,-6%,6%,-4%,2%,nt,nt,?,-5%

Entries of single compounds, looked up by structure:
`CCOC(=O)CNc1c(-c2ccccc2)nc2ccc(Cl)cn12` is listed as Lamin A splicing = -1%; ALDH1A1 inh = ?; RECQ1 inh = 8%; L3MBTL1 inh = -14%; Luc counter = -27%; SMN2 splice up = 0%; JMJD2E inh = -1%; Tau fibril ThT = 7%
`CC1CC(=O)N(CC(=O)NCc2ccc3c(c2)OCO3)c2ccccc2S1` (stereo not given) is listed as Lamin A splicing = -13%; ALDH1A1 inh = -7%; RECQ1 inh = -5%; L3MBTL1 inh = -7%; Luc counter = 3%; SMN2 splice up = -13%; JMJD2E inh = -5%; Tau fibril ThT = -15%

Additional results:
molecule,Lamin A splicing,ALDH1A1 inh,RECQ1 inh,L3MBTL1 inh,Luc counter,SMN2 splice up,JMJD2E inh,Tau fibril ThT
COc1ccccc1CC(=O)Nc1ccc2c(c1)CCC2,-6%,8%,-1%,3%,3%,-9%,3%,-1%
COc1ccc(/C(N)=N/OC(=O)Cc2ccc(C)cc2)cc1OC,?,-2%,-16%,23%,0%,0%,2%,-7%
S=C1NC2=C(CCC/C2=C\c2ccc(Cl)cc2)C(c2ccc(Cl)cc2)N1 (stereo not given),nt,13µM*,11%,?,nt,nt,-7%,?
O=C(O)COc1ccc(/C=N/O)cc1Br,nt,-1%,-17%,nt,-2%,-16%,2%,-2%
CC(=O)OCCNc1cc(SC(C)C)c2nonc2c1[N+](=O)[O-],?,3%,i,-21%,0%,-1%,-9%,?
NC(=O)C[n+]1cccc(CNC(=O)c2ccc(OC(F)F)cc2)c1,-8%[46 µM],1%,-10%,3%,4%,10%,2%,2%
O=C(NN1C(=O)C2C(c3ccccc3)C=CC(c3ccccc3)C2C1=O)c1ccncc1 (stereo not given),nt,-11%,-4%,nt,nt,nt,6%,-8%
N#CCCN(Cc1cccnc1)C(=S)NC1CC2C=CC1C2 (stereo not given),nt,9%,-6%,-2%,nt,nt,-7%,3%
O=C(CN(C(=O)Cn1nnc(-c2ccc(F)cc2)n1)C1CCCC1)NC1CCCC1,?,4%,-5%,18%,0%,4%,?,-2%
COc1ccc(OC)c(CNn2c(-c3cccc(C)c3)nc3ccccc3c2=O)c1,-3%,-4%,-19%,nt,-1%,-15%,2%,-17%
CC1CCCN(c2ccc3nc4ccccc4c(=O)n3n2)C1 (stereo not given),nt,-6%,7%,nt,?,1.3µM*,-10%,-16%
Cc1ncsc1C(=O)N1CCCC(CNS(=O)(=O)c2cccs2)C1 (stereo not given),9%[46 µM],-14%,i,2%,3%,nt,0%,-4%
CCC(C)(C)NC(=S)Nc1ccc(-c2nc3ccc(C)cc3s2)cc1,-12%,?,-8%,0%,-3%,28%[1.84 µM],3%,?
CCOC(=O)c1cnc(SCC(=O)Nc2ccc3c(c2)OCCO3)nc1N,?,?,-1%,nt,-5%,18%,1%,-30%
CCN(CC)Cc1c(C(=O)N2CCc3ccccc3C2)nc2ccc(Cl)cn12,nt,13µM*,i,0%,-1%,nt,0%,9%
CCO/N=C/c1ccc(OC)c(Oc2nc(OC)cc(OC)n2)c1,nt,4%,0%,nt,8%,-11%,-10%,-9%
CN(C)C(=O)c1nc2ccccc2s1,-3%,-2%,0%,5%,0%,18%,3%,7%
CN1CCN(c2oc(Cc3cccc4ccccc34)nc2C#N)CC1,nt,nt,-2%,?,nt,nt,-6%,-12%
COC(=O)/C(=C1/Oc2ccc(C)cc2S1)C(F)(F)F,-16%,2%,-10%,-1%,-10%,6%,3%,?
CC(C)C(CCNC(=O)CN1C(=O)c2ccccc2C1=O)c1ccco1 (stereo not given),1%,5%,14%,nt,0%,-17%,-8%,-8%
CCN(CC(=O)NC(C)(C)C)C(=O)C(c1ccccc1)c1ccccc1,nt,4%,4%,5%,-1%,-13%,-8%,2%
O=c1c2cccnc2[nH]c(=S)n1CCCN1CCN(c2ccc(F)cc2)CC1,-1%,-5%,-5%,3%,6%,7.9µM*,4%,-9%
O=C(Cc1ccc(F)cc1)c1ccc(O)cc1O,?,-1%,-6%,nt,-7%,-22%,2%,-9%
CCn1c2ccc(/C(C)=N\O)cc2c2cc(/C(C)=N\O)ccc21,-14%,-2%,-1%,-4%,-6%,-5%,?,-19%
CCOCc1cnc(C)nc1NCC(=O)c1c(C)n(C)c2ccc(OC)cc12,13%,32µM*,25%,-11%,-2%,-14%,-12%,?
N#Cc1ccccc1NC(=O)Nc1cccs1,4%,-13%,3%,5%,-8%,?,?,-3%
O=C(NCc1ccc(Cl)cc1)C1CCN(S(=O)(=O)c2ccc(F)cc2)CC1,12%[46 µM],?,i,-9%,-4%,-10%&-7%,9%,2%&-24%
COc1cccc(CNC(=O)c2nnn(CC(=O)Nc3ccc(C)c(C)c3)c2N)c1,?,4%,-7%,-3%,-6%,-3%,1%,2%
Cc1ccc(-c2csc3nc(C)n(-n4c(C)ccc4C)c(=O)c23)o1,?,?,i,-10%,-1%,-10%,-6%,?
CC(C)(C)OC(=O)N1CCN(c2ccc(NC(=O)Cn3nnc(-c4ccccc4)n3)cc2)CC1,-3%,21%,i,6%,-7%,-13%,1%,?
